# Bioassay records deposited in PubChem BioAssay by The Scripps Research Institute Molecular Screening Center.
# PAFAH1B3 inh: PAFAH1B3 (human) inhibition; Q15102; recombinant PAFAH1B3, FP-rhodamine probe, fluorescence polarization; inhibition, % at 3.39 µM; 340,000 compounds, 0.28% hits; AID 492972;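 active = inhibition above the screen-wide average of all tested compounds plus 3 SD, cut at about 25% in these data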;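 also: 0% = enzyme with DMSO only and 100% = wells lacking PAFAH1B3 protein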
# GSTO1 inh: blocks human GSTO1 in RBBP9 counter-screen; recombinant GSTO1, activity-based probe fluorescence polarization; inhibition, % at 5.96 µM; 300,000 compounds, 1.1% hits; AID 1974;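 active = inhibition above the campaign mean inhibition plus 3 SD, cut at about 35% in these data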;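 also: 0% = GSTO1-1 with DMSO and 100% = wells lacking GSTO1-1 enzyme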
# Target sequence (P78417 whole entry, looked up): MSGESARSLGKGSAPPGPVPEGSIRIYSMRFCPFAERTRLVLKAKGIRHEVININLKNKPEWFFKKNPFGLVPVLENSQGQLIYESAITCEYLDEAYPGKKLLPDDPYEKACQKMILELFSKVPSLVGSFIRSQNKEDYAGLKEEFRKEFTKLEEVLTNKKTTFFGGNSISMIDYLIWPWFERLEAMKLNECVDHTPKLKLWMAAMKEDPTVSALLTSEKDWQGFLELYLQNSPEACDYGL
# PREPL inh: inhibitors of human prolyl oligopeptidase-like enzyme PREPL; recombinant PREPL, fluorescence polarization activity-based probe; Q4J6C6; inhibition, % at 5.96 µM; AID 2751; 320,000 compounds, 0.68% hits; in the data active = inhibition above about 43%;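 also: 0% = enzyme with DMSO and 100% = wells lacking enzyme; many of its hits are not listed in these tables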
# EBNA-1 inh: blocks EBNA-1 binding to DNA; EBNA-1 DNA binding, fluorescence polarization; inhibition, % at 14.8 µM; 300,000 compounds, 0.34% hits; in the data active = inhibition above about 28%
# LYPLA1 inh: blocks human lysophospholipase 1, a PME1 counter-screen; recombinant LYPLA1, FP-Rh probe fluorescence polarization; inhibition, % at 5.9 µM; O75608; 320,000 compounds, 0.16% hits;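 active = inhibition above the mean of all tested compounds plus 3 SD, set per campaign, cut at about 14% in these data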;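 also: inhibitors block serine hydrolase probe labeling of LYPLA1 so polarization falls; 0% = enzyme with DMSO and 100% = wells lacking LYPLA1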
# Target sequence (O75608 whole entry, looked up): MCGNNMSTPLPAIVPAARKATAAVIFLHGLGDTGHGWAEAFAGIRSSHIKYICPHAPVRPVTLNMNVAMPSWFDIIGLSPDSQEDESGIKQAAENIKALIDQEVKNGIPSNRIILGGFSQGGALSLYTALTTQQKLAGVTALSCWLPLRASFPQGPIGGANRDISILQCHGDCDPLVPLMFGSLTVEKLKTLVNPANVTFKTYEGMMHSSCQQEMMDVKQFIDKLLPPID
# PAD4 inh: blocks human protein arginine deiminase 4; Q9UM07; recombinant PAD4, RCA probe fluorescence polarization; inhibition, % at 6.36 µM; 330,000 compounds, 0.41% hits; AID 485272;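 active = percent inhibition above a cutoff equal to the mean of all tested compounds plus 3 SD, cut at about 15% in these data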;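 also: 0% = PAD4 with RCA probe and DMSO and 100% = probe without PAD4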
# ZTA DNA inh: blocks Epstein-Barr virus ZTA, an EBNA-1 counter-screen; P03206; ZTA-DNA binding, fluorescence polarization; inhibition, % at 11 µM; 320,000 compounds, 0.15% hits; in the data active = inhibition above about 33%
# Target sequence (P03206 whole entry, looked up): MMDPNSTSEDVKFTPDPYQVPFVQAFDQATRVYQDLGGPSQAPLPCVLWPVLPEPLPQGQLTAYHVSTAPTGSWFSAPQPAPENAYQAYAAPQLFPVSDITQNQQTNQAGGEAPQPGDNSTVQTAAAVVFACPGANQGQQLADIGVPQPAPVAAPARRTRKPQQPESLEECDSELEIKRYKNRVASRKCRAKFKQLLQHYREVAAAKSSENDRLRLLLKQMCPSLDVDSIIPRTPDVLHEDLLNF
# PAFAH2 FP inh: inhibitors of human PAFAH2; recombinant PAFAH2, FP-rhodamine activity probe, fluorescence polarization; inhibition, % at 3.39 µM; 340,000 compounds, 0.99% hits;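 active = inhibition above the mean over all tested compounds plus 3 SD, cut at about 30% in these data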;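 also: inhibitors block probe labeling of enzyme so polarization drops; 0% = enzyme with DMSO and 100% = wells lacking PAFAH2 protein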
# LYPLA2 inh: blocks human lysophospholipase 2, a PME1 counter-screen; O95372; recombinant LYPLA2, FP-Rh probe fluorescence polarization; inhibition, % at 5.9 µM; 320,000 compounds, 0.38% hits; AID 2177;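 active = inhibition above the screen-wide mean plus 3 SD, limit set per campaign, cut at about 26% in these data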;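 also: 0% = LYPLA2 with DMSO and 100% = wells lacking LYPLA2 enzyme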
# Target sequence (O95372 whole entry, looked up): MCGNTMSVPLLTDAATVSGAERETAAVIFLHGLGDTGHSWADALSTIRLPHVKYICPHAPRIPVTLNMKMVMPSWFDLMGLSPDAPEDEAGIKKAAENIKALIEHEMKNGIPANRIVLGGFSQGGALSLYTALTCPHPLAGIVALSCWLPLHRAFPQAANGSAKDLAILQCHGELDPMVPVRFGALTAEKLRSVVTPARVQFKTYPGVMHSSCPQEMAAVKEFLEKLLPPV
# Numbers without * were called inactive; x = no result given. These rows are one share of the data; rates above refer to the full screens.
SMILES,PAFAH1B3 inh,GSTO1 inh,PREPL inh,EBNA-1 inh,LYPLA1 inh,PAD4 inh,ZTA DNA inh,PAFAH2 FP inh,LYPLA2 inh
O=[N+]([O-])c1ccc2c(c1)C(O)n1nc(-c3ccc(Cl)cc3Cl)nc1S2 (stereo unspecified),7,-2,2,8,0,-1,7,-11,-3
NS(=O)(=O)c1ccc(NC(=O)CN2C(=O)c3ccccc3C2=O)cc1,12,1,-6,9,-1,4,14,2,6
N#Cc1cccc(NC(=O)Cc2ccsc2)c1,-2,-2,1,-8,-1,-2,8,6,-4
CNc1ccc(Br)cc1C(O)c1ccccc1 (stereo unspecified),3,-6,5,1,-1,5,11,-2,1
CCN1CCN(c2nc(S(=O)(=O)c3ccc(C)cc3)c(Cl)s2)CC1,0,1,-4,-1,-3,-2,5,5,-8
CCCN(CC(=O)Nc1ccccc1C)C(=O)c1ccc(COc2ccccc2)cc1,10,3,13,11,5,-2,-21,-11,6
COc1ccc(CCn2c(N)cc(=O)[nH]c2=O)cc1OC,2,-2,-5,-8,-2,-2,4,6,-2
CN(C)S(=O)(=O)c1cccc(NC(=S)N2CCCCC2CO)c1 (stereo unspecified),-4,6,-8,-4,1,-1,-25,1,1
Cc1ccccc1NC(=O)c1c(C)nc(SCC(=O)OCc2ccccc2)c(C#N)c1-c1ccc(F)cc1,-5,-1,-14,-2,-8,-9,1,-17,-14
CCCCn1c(SCC(=O)N2CCC(C)CC2)nc2cc(S(N)(=O)=O)ccc21,12,3,19,-10,-2,4,-5,0,-1
CCN(CC(=O)Nc1c(F)cccc1F)C(=O)c1ccc(N2CCCC2=O)cc1,3,6,-1,-5,1,-5,10,4,0
COc1ccccc1CN(C)C(=O)c1ccc(COc2ccccc2)cc1,3,4,12,-3,-2,-2,-6,-15,1
COc1ccc(OC)c(NC(=O)C2CCCC2)c1,7,1,0,-4,2,2,12,-2,0
O=c1cc(O)c2sc3nc(-c4cccnc4)cc(C(F)(F)F)c3c2[nH]1,8,-12,0,10,-3,-8,3,-2,-2
CC1Cc2ccccc2N1C(=O)CO/N=C/c1ccccc1OC(F)F (stereo unspecified),1,7,-4,-7,-2,4,-1,2,3
COc1cc(/C=C/C(=O)NC(=O)c2ccccc2O)ccc1OC(C)=O,14,5,4,7,-4,1,9,1,0
CC(C)NS(=O)(=O)c1ccc(OCC(=O)Nc2ccc(F)cc2)cc1,-6,0,-7,-5,4,-8,-4,7,-8
Cc1nc2ccc(N=NN(C)C)cc2[nH]1,-2,12,24,-3,1,-3,-16,4,1
CCc1cc(=O)oc2c(CNCc3c(F)cccc3Cl)c(O)ccc12,-4,-2,3,-3,-1,-2,-1,15,4
CS(=O)(=O)N1CCN(C(=O)c2c(F)cccc2F)CC1,-1,2,0,6,1,-1,3,1,-3
COc1ccccc1NC(=O)C1=C(C)NC(=O)NC1c1ccc(C)s1 (stereo unspecified),7,-5,7,-13,-1,-7,4,-2,-1
COc1ccc(C(CNc2ccc(S(=O)(=O)N3CCCC3)cc2[N+](=O)[O-])N2CCCC2)cc1 (stereo unspecified),-2,-6,38,0,2,-1,1,0,8
CCSc1ncc(C#N)c(N)n1,4,2,-11,-6,-2,-2,-13,-6,5
CCS(=O)(=O)N1CCN(S(=O)(=O)c2ccc3c(c2)OCCO3)CC1,-5,5,12,-7,0,-3,9,9,-1
CCN1CNC(=S)N(c2ccccc2C)C1,14,1,2,0,-3,-9,6,0,-6
CCCCCNCC(=O)Nc1cc(C(F)(F)F)ccc1OCCOC,9,2,-13,3,0,2,9,-2,0
CCOC(=O)c1ccc(CNC(=O)Cn2nnc(-c3ccccc3)n2)o1,-7,-3,1,-7,1,-3,-3,-3,-4
C=C1CCC[C@]2(C)C[C@H]3OC(=O)C(CNC(C)(CO)CO)[C@H]3CC12 (stereo partly specified),-1,-1,-3,10,-3,-2,-3,33*,5
COCc1[nH]nc2c1C(c1ccccc1OC)C(C#N)=C(N)O2 (stereo unspecified),3,-1,-2,5,1,1,19,3,1
COc1ccccc1NC(=O)c1cnc(Nc2ccccc2OC)c2ccccc12,3,1,18,-5,-6,2,-11,4,3
COc1cc2c(cc1OC)CN(C(=O)Cc1ccc(OC)c(S(=O)(=O)N3CCOCC3)c1)CC2,-2,-1,3,1,0,4,-9,-3,3
CC1CCCN(C(=O)CCNS(=O)(=O)c2ccc(Br)cc2)C1 (stereo unspecified),-3,9,0,-2,4,2,-8,-6,2
C(=N\c1ncnc2sccc12)/NOCc1ccccc1,4,-4,-4,9,2,-4,5,2,9
CSCCC(NC(=O)c1ccc(=O)n(C)n1)c1nc2ccccc2[nH]1 (stereo unspecified),0,-1,16,10,-1,3,9,-3,-1
O=C(COC(=O)CCc1ccc(S(=O)(=O)N2CCOCC2)cc1)Nc1ncc(C(F)(F)F)cc1Cl,6,0,11,7,-1,0,8,4,7
CCc1cc2c(=O)c(-c3cnn(-c4ccccc4)c3)c(C)oc2cc1OCC(=O)Nc1ccc(F)c(F)c1,1,-2,-2,-1,2,-3,3,4,2
O=C(CCS(=O)(=O)c1ccc(Cl)cc1)NCCN1C(=O)S/C(=C\c2ccccc2F)C1=O,4,2,0,-3,-6,4,-7,-3,1
CC(Cc1n[nH]c(=S)o1)c1ccccc1 (stereo unspecified),2,10,-1,8,0,-7,8,13,-2
COCCN1C(=O)c2cc(C(=O)Nc3cccc(F)c3)ccc2C1Nc1cccc(F)c1 (stereo unspecified),0,2,-4,10,2,-2,-2,5,-2
O=C(/C=C/Nc1cccc(C(F)(F)F)c1)C(F)(F)F,7,-5,2,2,-4,-2,-4,-8,-2
COc1c(C)cccc1C(=O)Nc1ccc(CN2CCCCC2)cc1,1,2,0,-10,1,-4,-14,-5,6
COc1ccc(S(=O)(=O)N2CCN(c3ncccn3)CC2)cc1,-9,3,-23,-10,-1,-3,3,-3,1
CCOC(=O)c1ccc(NC(=S)N2CCN(CCN=CC3=C(O)CC(C)(C)CC3=O)CC2)cc1,8,3,-9,4,-1,2,11,2,6
C=CCOc1ccc(C2N3CC4(C)CN2CC(CCC)(C3)C4=O)cc1 (stereo unspecified),-1,9,-19,-2,-3,0,-15,4,-6
NC(=O)COC(=O)C(Cc1ccccc1)NS(=O)(=O)c1ccccc1F (stereo unspecified),0,-4,7,-5,1,1,10,6,-1
COc1ccc(-c2cc(C(=O)Nc3ccc(F)cc3F)no2)cc1,7,3,9,-11,0,-5,-15,0,-3
C/C(=N\Nc1ccccn1)c1ccc(Br)s1,x,-3,25,1,-2,6,1,x,-3
O=C(COC(=O)c1ccccc1Br)Nc1cccnc1Cl,9,x,1,x,x,-1,x,3,x
CC(=O)c1cnc(Nc2cccc(C)c2)s1,1,14,0,-10,-1,-6,-29,0,1
COC(=O)C1=C(C(=O)c2ccccc2)C(c2ccc(OC)c(OC)c2)Nc2nnnn21 (stereo unspecified),4,-9,-29,1,-5,6,-11,0,-1

# (next part)
SMILES,PAFAH1B3 inh,GSTO1 inh,PREPL inh,EBNA-1 inh,LYPLA1 inh,PAD4 inh,ZTA DNA inh,PAFAH2 FP inh,LYPLA2 inh
COc1ccc(CN2CCN(C(=O)CCC(=O)Nc3nnc(C(F)(F)F)s3)CC2)cc1F,2,4,4,0,-3,-2,1,-1,1
CN1C(=O)c2ccc(N3CCCC3)cc2C1=O,10,7,11,2,-8,4,-16,-5,-1
C=CCN1C(=O)C2C(C(=O)NC)C3C=CC2(O3)C1C(=O)NCc1ccc(OC)cc1 (stereo unspecified),9,-2,1,1,3,0,11,4,6
Cc1ccc(NC(=O)CCNC(=O)c2ccccc2Cl)cc1S(=O)(=O)N1CCOCC1,10,x,14,x,2,5,4,1,0
COc1cccc(N2CCN(C(=O)c3nc4nc(C)cc(C)n4n3)CC2)c1,2,-2,7,3,-2,2,-4,-1,-3
CC(C)n1cc(CN2CCCC(CNS(=O)(=O)c3cccc4cccnc34)C2)cn1 (stereo unspecified),8,3,9,-4,-4,-8,8,7,-4
Cc1ccc(NC(=O)c2ccco2)c(NC(=O)Cc2cccs2)c1,5,-2,10,-8,2,-2,-23,0,-4
Clc1ccc(OCCSc2ncccn2)cc1,-3,-1,-15,-8,0,-2,-7,-1,-8
NS(=O)(=O)c1cccc(NC(=O)c2cccc(S(=O)(=O)N3CCCCCC3)c2)c1,-1,x,8,x,x,0,x,-2,x
N#CC(C#N)=Cc1ccc(NC(=O)c2ccc(Br)cc2)cc1,-25,-5,1,-2,-15,-3,0,-42,-13
CC(C)c1ccc(S(=O)(=O)N2CCN(C(=O)c3cccc(F)c3)CC2)cc1,1,-1,-13,-1,0,-2,-15,0,-1
COc1cc(NC(=O)c2cccc(C)c2)c(OC)cc1NC(=O)CN1CCOCC1,1,-3,18,2,-1,0,11,5,3
N#C/C(=C\c1cccnc1)c1nc2c(s1)CCCC2,0,12,14,15,-1,0,-10,8,2
OC(COc1ccc(Cl)cc1Cl)Cn1ccnc1 (stereo unspecified),9,0,-4,-11,2,-6,-14,-3,3
CCCn1c(NCc2ccccn2)nc2ccccc21,-7,4,11,7,2,1,-10,4,6
CCOc1ccc(CNC(=O)C2Cc3cc(S(=O)(=O)N4CCCC4)ccc3N2C(C)=O)cc1 (stereo unspecified),-3,0,-6,6,-3,3,5,-8,7
O=C(CCN1C(=O)/C(=C/c2ccccc2F)SC1=S)Nc1ccccn1,12,-1,6,-7,1,1,-7,3,2
CN1CCN(CC(O)COc2ccccc2)CC1 (stereo unspecified),6,0,-1,5,-1,-1,8,-3,5
Cc1ccc(-c2nn(CC(=O)NN3CCOCC3)c(=O)c3ccccc23)cc1,x,10,-3,1,3,2,7,x,-1
O=C(COc1ccccc1)NN1C(=O)CSC1=S,-1,8,-4,-7,-3,-14,-6,-6,-2
Clc1cccc(Cl)c1CSc1nnc(CN2CCOCC2)n1-c1ccccc1,1,6,6,0,0,4,-4,11,0
Cc1onc(-c2ccccc2)c1-c1csc(COc2ccccc2)n1,12,-5,-11,1,-4,5,8,-7,-4
CC(C)(C)OC(=O)N/N=C\c1cccnc1,12,1,8,-6,3,-1,7,-8,3
COc1ccc(S(=O)(=O)N2CCC(C(=O)NCc3ccccn3)CC2)cc1C,1,-7,0,3,5,-1,5,-4,3
CCOC(=O)c1cnc2c(C#N)c(C)nn2c1-c1ccccc1,-8,-2,9,6,0,0,-7,8,-2
O=C(NCc1ccco1)Nc1ccc([N+](=O)[O-])cc1,-1,8,10,-7,2,-3,-17,-7,-5
CCOc1ccccc1NC(=O)CCCCCN1C(=O)[C@@H]2Cc3ccccc3CN2C1=O,1,6,-22,-6,-2,-6,5,3,1
CN(c1ccccc1)S(=O)(=O)c1cccc(NC(=O)C2=NN(c3ccccc3)C(=O)CC2)c1,5,x,21,x,x,-8,x,7,x

# Entries above containing an aryl thioether with sulfur outside any ring (five):
SMILES,PAFAH1B3 inh,GSTO1 inh,PREPL inh,EBNA-1 inh,LYPLA1 inh,PAD4 inh,ZTA DNA inh,PAFAH2 FP inh,LYPLA2 inh
Cc1ccccc1NC(=O)c1c(C)nc(SCC(=O)OCc2ccccc2)c(C#N)c1-c1ccc(F)cc1,-5,-1,-14,-2,-8,-9,1,-17,-14
CCCCn1c(SCC(=O)N2CCC(C)CC2)nc2cc(S(N)(=O)=O)ccc21,12,3,19,-10,-2,4,-5,0,-1
CCSc1ncc(C#N)c(N)n1,4,2,-11,-6,-2,-2,-13,-6,5
Clc1ccc(OCCSc2ncccn2)cc1,-3,-1,-15,-8,0,-2,-7,-1,-8
Clc1cccc(Cl)c1CSc1nnc(CN2CCOCC2)n1-c1ccccc1,1,6,6,0,0,4,-4,11,0
